Sm TGR block = qHTS Assay for the Inhibitors of Schistosoma Mansoni Peroxiredoxins. actives 3% (n = 360,000). Schistosoma mansoni thioredoxin glutathione reductase (TGR), Q962Y6. purified TGR, DTNB reduction, TNB absorbance 405 nm. AID 485364, 2010. Potency, µM (series often up to 114 µM), inactives show at the highest dose activity change, negative = inhibition, most hits filed as inhibitors; note: potency is the fitted concentration of half-maximal effect; nearly all actives have a fitted effect of over 60% in size
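TGR 20 nM + NADPH 100 uM (dispensed conc.), cpd preinc 15 min RT; start with NADPH (500 uM addition) then DTNB (15 mM addition). Kinetic TNB absorbance, 405 nm filter. Four-parameter Hill fit across titration.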
HCV inh = qHTS Assay for Inhibitors of Hepatitis C Virus (HCV) | Huh7.5.1 HCVcc-Cre infection, luciferase reporter, 44 h | Potency, µM (highest dose often 41.8 µM), for inactives: top-dose activity change, negative = inhibition, actives largely listed as inhibitors | actives 3.4% (n = 340,000) | AID 651820, 2012; note: potency is the fitted concentration of half-maximal effect
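1,000 cells/well; 4 h culture; + compound; + HCVcc-Cre (~0.5 moi); 44 h; luciferase substrate, RT 15 min; read 15 sec.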
FBPA Giardia inh = qHTS Assay for Inhibitors of Fructose-1,6-bisphosphate Aldolase from Giardia Lamblia; A8B2U2; purified Giardia FBPA; Potency, µM (doses to about 59.6 µM), inactives show at the highest dose activity, negative = inhibition, most hits filed as inhibitors; actives 0.71% (n = 290,000); AID 2451, 2010; note: potency is the fitted concentration of half-maximal effect; nearly all actives have a fitted effect of over 55% in size
Target sequence (A8B2U2 whole entry, looked up): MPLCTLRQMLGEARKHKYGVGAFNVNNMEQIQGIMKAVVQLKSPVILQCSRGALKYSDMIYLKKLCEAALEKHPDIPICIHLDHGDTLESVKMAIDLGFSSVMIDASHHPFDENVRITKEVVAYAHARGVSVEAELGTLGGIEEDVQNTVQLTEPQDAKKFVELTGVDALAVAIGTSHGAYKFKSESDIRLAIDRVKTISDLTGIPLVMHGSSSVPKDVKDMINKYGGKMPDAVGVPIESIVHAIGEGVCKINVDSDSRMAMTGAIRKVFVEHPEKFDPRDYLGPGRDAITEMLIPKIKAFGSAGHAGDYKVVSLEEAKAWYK
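Giardia FBPA (40 nM reagent) was preincubated 10 min at RT with compound (up to 57.5 uM final), then substrate plus GAPDH/TPI/NAD/arsenate coupling system with diaphorase/resazurin was added; resorufin fluorescence (525/598 nm) was read after 20 min.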
HCMV inh = qHTS Assay for inhibitors of the human cytomegalovirus (HCMV); AID 1259415, 2018; HFF cells, HCMV-luciferase reporter, 72 h; hits give low values; activity change, negative = inhibition, % at 57.5 µM; actives 4.5% (n = 410,000); in the data active = activity change below about -60%; inconclusive = no clear call, values can overlap the other calls; inactive = above about -39%
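Inhibition of viral replication was scored as loss of reporter luminescence in HFFs infected with HCMV-luciferase (MOI 1 PFU/cell) for 72 h; compounds tested at 2 doses, normalized to buffer and Salinomycin controls.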
AmpC detergent = qHTS Inhibitors of AmpC Beta-Lactamase (assay with detergent). AID 485294, 2010. actives 0.041% (n = 370,000). P00811. AmpC hydrolysis of nitrocefin, absorbance 480 nm, 0.01% Triton. Potency, µM (highest dose often 114 µM), for the others: top-dose activity change, negative = inhibition, most hits filed as inhibitors;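 note: potency is the fitted concentration of half-maximal effect; 0% = no-compound wells and -100% = no-enzyme wells; nearly all actives have a fitted effect of over 25% in size; some results filed as inactive show a strong effect at the top dose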
Target sequence (P00811 whole entry, looked up): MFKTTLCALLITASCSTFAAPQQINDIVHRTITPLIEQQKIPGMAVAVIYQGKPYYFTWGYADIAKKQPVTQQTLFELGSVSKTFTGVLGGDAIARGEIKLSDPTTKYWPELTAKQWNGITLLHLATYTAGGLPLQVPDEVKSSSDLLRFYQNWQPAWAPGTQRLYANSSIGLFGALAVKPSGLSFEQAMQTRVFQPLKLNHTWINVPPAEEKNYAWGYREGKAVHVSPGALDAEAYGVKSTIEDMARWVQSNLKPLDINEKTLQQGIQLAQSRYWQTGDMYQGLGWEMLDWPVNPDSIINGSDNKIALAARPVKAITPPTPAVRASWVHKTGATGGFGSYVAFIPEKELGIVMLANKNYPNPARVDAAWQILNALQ
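20 mM phosphate pH 7.0 + 0.01% (detergent screen) or 0.0001% Triton X-100; 5.3 nM AmpC reagent; cpd preinc 15 min RT; nitrocefin (800 uM stock) to start; A480 q20 s × 4 min; Activity was normalised to no-enzyme and no-compound control wells.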
AmpC inh no detg = qHTS Inhibitors of AmpC Beta-Lactamase (assay without detergent) | P00811 | AmpC nitrocefin hydrolysis, absorbance 480 nm, 0.0001% Triton | Potency, µM (doses to about 57.1 µM), without a hit: at the highest dose activity change, negative = inhibition, hits mostly inhibitors | actives 0.52% (n = 330,000) | AID 485341, 2010;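 note: potency is the fitted concentration of half-maximal effect; plate controls were no compound for no effect and no enzyme for full effect; nearly all actives have a fitted effect of over 20% in size; some results filed as inactive show a strong effect at the top dose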
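AmpC (5.3 nM in the dispensed reagent) in 20 mM phosphate pH 7.0 with 0.01% (detergent screen) or 0.0001% Triton X-100 was preincubated with compounds for 15 min at room temperature. Nitrocefin was then added from an 800 uM solution, and hydrolysis was followed at 480 nm.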
An asterisk follows results filed as active; ? = inconclusive; · = no result given; & = joins results of further samples; [ ] = remark or other dose. Unless noted, calls come from the whole dose curve; as a rule, active = well fitted curve in the direction sought with a large enough effect; inconclusive = small, poorly fitted or top-dose-only effect, or another doubt; inactive = no such curve, though single readings can be large; an effect the other way counts as inactive or inconclusive. Unless noted, % is set by controls: 0 for no effect and ±100 for the full control effect.

Start of the listing, in advance, 11 compounds:
SMILES	Sm TGR block	HCV inh	FBPA Giardia inh	HCMV inh	AmpC detergent	AmpC inh no detg
C/C(=N\NC(=O)c1cccc(S(=O)(=O)N2CCCC2)c1)c1ccco1	4%	16%	-2%	-35	?	-26%
COc1nc(C#N)c(N2CCOCC2)o1	3%	6%	4%	-7	1%	-12%
CC(=O)NCCc1ccc(C(=O)CSc2nnc(C3CC3)n2C2CC2)cc1	?	-2%	·	-8	11%	16%
CCN(CC)c1nc(OC)nc(-n2nnc(C(C)=O)c2C)n1	3%	-13%	9%	2	?	-1%
C=CCNC(=S)N1CCN(c2cccc(C(F)(F)F)c2)CC1	-7%	-4%	-4%	-32	-14%	-4%
CCn1nc(NC(C)=O)c2cc3cccc(C)c3nc21	-9%	?	-14%	5	?	-9%
CCOc1ccc(N=Nc2cc(C(C)C)ccc2O)cc1	3%	-14%	2%	-37	-12%	-22%
COc1cc(NC(=O)CN2CCN(c3ccccc3O)CC2)c(C)cc1[N+](=O)[O-]	-11%	11%	-10%	7	?	192%[activator]
Cc1ccc(O)c(N=Nc2ccccc2)n1	·	-2%	-3%&-3%	?	·	·
COc1ccc(CN2CC(C(=O)NC3CCCCC3)CC2=O)cc1 (configuration not stated)	-28%	18%	·	0	-6%	8%
CN(C)/C=C(\C#N)C(=O)N/N=C/c1ccc(F)cc1	-6%	1%	-2%	-24	-2%	-20%

All compounds of this part (from the top)
SMILES	Sm TGR block	HCV inh	FBPA Giardia inh	HCMV inh	AmpC detergent	AmpC inh no detg
C/C(=N\NC(=O)c1cccc(S(=O)(=O)N2CCCC2)c1)c1ccco1	4%	16%	-2%	-35	?	-26%
COc1nc(C#N)c(N2CCOCC2)o1	3%	6%	4%	-7	1%	-12%
CC(=O)NCCc1ccc(C(=O)CSc2nnc(C3CC3)n2C2CC2)cc1	?	-2%	·	-8	11%	16%
CCN(CC)c1nc(OC)nc(-n2nnc(C(C)=O)c2C)n1	3%	-13%	9%	2	?	-1%
C=CCNC(=S)N1CCN(c2cccc(C(F)(F)F)c2)CC1	-7%	-4%	-4%	-32	-14%	-4%
CCn1nc(NC(C)=O)c2cc3cccc(C)c3nc21	-9%	?	-14%	5	?	-9%
CCOc1ccc(N=Nc2cc(C(C)C)ccc2O)cc1	3%	-14%	2%	-37	-12%	-22%
COc1cc(NC(=O)CN2CCN(c3ccccc3O)CC2)c(C)cc1[N+](=O)[O-]	-11%	11%	-10%	7	?	192%[activator]
Cc1ccc(O)c(N=Nc2ccccc2)n1	·	-2%	-3%&-3%	?	·	·
COc1ccc(CN2CC(C(=O)NC3CCCCC3)CC2=O)cc1 (configuration not stated)	-28%	18%	·	0	-6%	8%
CN(C)/C=C(\C#N)C(=O)N/N=C/c1ccc(F)cc1	-6%	1%	-2%	-24	-2%	-20%
COc1ccc(-c2onc(C)c2C)cc1S(=O)(=O)NCc1cccs1	11%	·	·	87	-1%	·
COc1ccc(NC(=O)Cn2nc(C(=O)O)c3ccccc3c2=O)cc1S(=O)(=O)N1CCCCC1	·	0%	·	41	·	-32%
COc1ccccc1CNC(=O)COc1ccc(S(=O)(=O)N2CCCC2)cc1	5%	3%	8%	6	-10%	-5%
CC1CCC(NC(=O)c2cc3c(s2)CS(=O)(=O)C3)CC1 (configuration not stated)	-21%	12%	-1%	40	?	-48%
COCCn1c(C)cc(C(=O)CSc2nc3ccccc3c(=O)n2Cc2ccco2)c1C	-13%	?	2%	-69*	-4%	-26%
CCn1c(C)c(C)c2cc(C(=O)NCc3cccc(C)c3)ccc21	3%	·	·	0	5%	·
O=C(Nc1ccc(N2CCOCC2)cc1)c1ccc2ncsc2c1	·	?	·	5	·	-15%
CCOc1ccccc1CNC(=O)c1ccc2c(c1)nc1n2CCC(C)C1 (configuration not stated)	-1%	·	·	33	-3%	·
COCCn1c(CCC(=O)Nc2cc(C)ccc2C)nc2cccnc21	4%	·	·	5	17%	·
Cc1cc(C(=O)NN=C2CCCCCCC2)c2ccccc2n1	0%	-5%	·	-9	-11%	-20%
CCC1CN(C(=O)N2CCC(C(=O)NCc3ccccc3F)CC2)c2ccccc2O1 (configuration not stated)	5%	·	·	40	12%	·
Cc1ccc(C(c2ccccc2)c2c(C)[nH]c3ccccc23)s1 (configuration not stated)	4%	·	·	-83*	1%	·
Cc1cccc(N(CC(N)=O)S(C)(=O)=O)c1C	-5%	13%	3%	20	-2%	-15%
COCCNC(=O)c1cn(C)c(=O)c2cc(OC)c(OC)cc12	-5%	16%	-9%	31	-13%	83%[activator]
Continued.
SMILES	Sm TGR block	HCV inh	FBPA Giardia inh	HCMV inh	AmpC detergent	AmpC inh no detg
CCOC(=O)CCc1c(C)nc2c(c(C)nn2C(C)(C)C)c1C	-15%	?	7%	84	-7%	70%[activator]
Cc1ccccc1CN1C(=O)c2ccccc2Sc2ccc(C(=O)NCCc3ccccc3)cc21	9%	·	·	-25	-3%	·
COCC(C)NC(=O)c1ccc(-n2nc(C(F)(F)F)cc2-c2cccs2)cc1 (configuration not stated)	-18%	?	-1%	-28	-1%	185%[activator]
COc1ccc(CN(Cc2ccncc2)C(=O)CCC(=O)O)cc1	2%	8%	6%	-2	?	-10%
COC(=O)[C@@H]1C[C@@]2(O)[C@@H](O)[C@@H](O)[C@@H](O)C[C@H]2N1Cc1cc(OC)cc(OC)c1	-14%	0.5µM*	-1%&2%	-100*	3%	-5%
O=C(O)c1ccc(-n2nc(C(F)(F)F)c3c2-c2ccoc2CC3)cc1	-20%	3%	?	29	-1%	-16%
Cc1cccc(C)c1NC(=O)COC(=O)c1c2c(nc3ccccc13)/C(=C\c1ccc3c(c1)OCO3)CCC2	6%	-25%&-25%	-2%	?	3%	28µM*
CCc1[nH]c(=O)c(C#N)c2c1COC(C)(C)C2	-3%	9%	3%	101	-2%	-27%
CCN1C(=NCCc2cccnc2)N[C@@H](c2ccccc2)[C@H](C(=O)OC)[C@H]1C	?	-7%	7%&-13%	·	?	2%&-6%
O=C(CSc1ccccc1Cl)c1ccco1	45µM*	-7%	-9%	2	-17%	-29%
CCOC(=O)c1ccc(CSc2nnc(N)s2)cc1	-1%	-1%	0%	-26	1%	-17%
C=CCn1c(SCCOc2ccc(OC)cc2)nnc1C(C)NC(=O)Cc1ccc(OC)cc1 (configuration not stated)	7%	?	11%	-11	1%	135%[activator]
C[C@H](CO)N1C[C@H](C)[C@@H](CN(C)CC2CCCCC2)Oc2c(NS(=O)(=O)c3ccc(F)cc3)cccc2C1=O	·	12%	·	-32	·	186%[activator]
Cc1cccc(NS(=O)(=O)c2cccs2)n1	-31%	9%	-3%	7	-4%	-6%
COc1cccc(CC2(CO)CCCN(Cc3cn[nH]c3-c3ccccc3)C2)c1 (configuration not stated)	4%	-2%	1%	-14	-5%	-12%
COc1ccc(C(=O)O/N=C(\N)c2ccccc2)c(OC)c1	0%	?	-6%	-78*	-12%	-15%
COc1ccc(NC(=O)C2CCC2)cc1S(=O)(=O)N1CCOCC1	-2%	-2%	·	42	-5%	-20%
Cn1c(-c2ccccc2)cnc1NCc1cc2c(cc1[N+](=O)[O-])OCO2	-14%	?	?	-33	-11%	-22%
O=C(Nc1ccc(N2CCOCC2)cc1)c1cccc(S(=O)(=O)N2CCC(Cc3ccccc3)CC2)c1	-13%	?	1%	15	?	-6%
O=C(NC1=NCCS1)c1cc(-c2cccs2)nc2ccccc12	-5%	-11%	2%	-36	-13%	-31%
CCOc1ccc(N2C(=O)S/C(=C\c3ccc(O)c(OCC)c3)C2=O)cc1	4%	?	-5%	?	5%	-21%
Cc1ccc2c(c1)N(N=O)CCC2	1%	5%	0%	-15	3%	-17%
CC(=O)Nc1sc2c(c1C(c1ccccn1)N1CCCC1)CCCC2 (configuration not stated)	-2%	13%	-25%	-27	3%	20%
CN(C)CCCNC(=O)COc1ccc(Br)cc1Cl	-2%	-16%	4%	?	0%	-38%
CCOC(=O)c1c(C)sc2c1N(C(=O)CCl)c1cc(Cl)ccc1S2	2.5µM*	?	19%	-96*	3%	24%

Entries of single compounds as entered above:
Record of `O=C(Nc1ccc(N2CCOCC2)cc1)c1cccc(S(=O)(=O)N2CCC(Cc3ccccc3)CC2)c1` → Sm TGR block = -13%; HCV inh = ?; FBPA Giardia inh = 1%; HCMV inh = 15; AmpC detergent = ?; AmpC inh no detg = -6%
Record of `CCOC(=O)CCc1c(C)nc2c(c(C)nn2C(C)(C)C)c1C` → Sm TGR block = -15%; HCV inh = ?; FBPA Giardia inh = 7%; HCMV inh = 84; AmpC detergent = -7%; AmpC inh no detg = 70%[activator]

Following part.
SMILES	Sm TGR block	HCV inh	FBPA Giardia inh	HCMV inh	AmpC detergent	AmpC inh no detg
Cc1[nH]c2ccccc2c1/C=C(/C#N)C(=O)NC(C)C	7%	?	-13%	-37	4%	-27%
COc1ccc(C(=O)N/C(=C/c2ccccc2F)C(=O)NCCN2CCOCC2)cc1OC	50%[activator]	14%	·	66	-1%	-4%
O=C(O)c1cnn2c1NC(c1cccs1)CC2C(F)(F)F (configuration not stated)	1%	6%	17%	-10	-6%	-9%
O=C(NCc1ccc(Cl)cc1)C1CCC(CNc2c(N3CCCC3)c(=O)c2=O)CC1 (configuration not stated)	-3%	21%	4%	?	5%	-19%
CC(C)N1CCN(Cc2cnc(-c3ccccc3)s2)CC1CCO (configuration not stated)	15%	-11%	2%	-21	0%	-13%
CC1CCN(C(=O)CSc2nc(-c3ccccc3)no2)CC1	2%	·	·	6	-3%	·
COc1ccccc1N1CCN(C2CCCN(C(=O)CCc3ccccn3)C2)CC1 (configuration not stated)	-35%	·	·	1	-1%	49%
CC(=O)c1ccc(NS(=O)(=O)c2cccc(C)c2)cc1	0%	10%	19%	109	3%	-14%
CN(C)/C=N/c1cc(=O)[nH]c(=O)n1CC1CC1	-3%	1%[8.37 µM]	2%&-1%	-36	-5%	-10%
COc1ccc(NC(=O)COC(=O)CNC(=O)C2CCCCC2)cc1	-3%	8%	0%	16	-1%	-15%
COC(=O)c1ccc(CN(C)S(=O)(=O)c2ccc(C)cc2)o1	8%	-2%	3%	6	?	-15%
CCOc1cccc(CNC(=O)c2ccc(N3CCCC3)c(NC(=O)Nc3ccccc3CC)c2)c1	-5%	·	·	-11	0%	·
Cc1ccc(-n2c(-c3cn(C)nc3C)n[nH]c2=S)cc1	-5%	·	-16%	·	?	-25%
Cc1cc(C(=O)OCC(=O)NC(=O)NC(C)(C)C)c(C)o1	8%[11.4 µM]	?	0%	-23	-16%	-7%
COc1cc(OC)c(C(=O)Nc2cccnc2)cc1OC	-33%	-15%	-3%	33	-12%	-12%
Clc1ccccc1OCc1nc(-c2ccc(Br)o2)no1	-24%	-19%	-4%	69	-14%	-16%
